Epigenetic reg – regulators of epigenetic silencing causing reporter derepression in mouse cells; 280,000 tested, 0.2% active; murine LDR cells, GFP reporter derepression, 30 h; Potency, µM (series often up to 53.9 µM), for the others: top-dose GFP activation, usual class: activators; further: potency means the concentration at half of the fitted maximal effect; % of control where 0% means no effect; nearly all actives have a fitted effect of over 60% in size
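Readout is the number of GFP-expressing murine LDR cells, counted by cytometry following washing. Cells were treated with compound for 30 h at 37 C; the stably integrated CMV-GFP locus is normally silent.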
L3MBTL1 inh – L3MBTL1 (human) inhibition; AID 485360; 230,000 tested, 0.66% active; AlphaScreen L3MBTL1–H3K9me1 peptide binding; Potency, µM (series often up to 57.1 µM), for inactives: at the highest dose activity, negative = inhibition, hits mostly inhibitors; further: potency means the concentration at half of the fitted maximal effect; on the % scale 0 is the no-effect control and ±100 the full control effect; nearly all actives have a fitted effect of over 60% in size
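L3MBTL1 50 nM + b-AHA-H3(1-15)K9me1 75 nM, 30 min RT; compound added, 30 min RT; streptavidin donor/Ni-chelate acceptor beads 10 ug/mL each final, 30 min RT dark; AlphaScreen read.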
NPSR antagonist – antagonists of human neuropeptide S receptor cAMP signaling. CHO-NPSR cells, cAMP TR-FRET, antagonist mode. Q6W5P4. Potency, µM (series often up to 38.3 µM), without a hit: at the top dose activity change, negative = inhibition, actives largely listed as inhibitors. AID 1461. 220,000 tested, 1% active; further: potency means the concentration at half of the fitted maximal effect; on the % scale 0 is the no-effect control and ±100 the full control effect; nearly all actives have a fitted effect of over 50% in size; many of its hits are not listed in these tables
Target sequence (Q6W5P4 whole entry, looked up): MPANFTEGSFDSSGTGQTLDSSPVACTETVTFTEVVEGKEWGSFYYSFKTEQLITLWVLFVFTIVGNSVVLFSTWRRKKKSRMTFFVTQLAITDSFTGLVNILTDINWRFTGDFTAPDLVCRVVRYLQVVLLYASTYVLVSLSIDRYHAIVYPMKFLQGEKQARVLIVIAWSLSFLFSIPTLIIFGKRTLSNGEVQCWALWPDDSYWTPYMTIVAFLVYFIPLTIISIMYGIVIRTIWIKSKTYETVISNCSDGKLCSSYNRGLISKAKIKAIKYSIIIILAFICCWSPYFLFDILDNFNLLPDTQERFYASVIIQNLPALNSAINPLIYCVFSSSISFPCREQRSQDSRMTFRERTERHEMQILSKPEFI
IMPase Li inh – cell-permeable IMPase inhibitors with lithium potentiation; CHO-M1 cells, IP1 TR-FRET (IP-One), carbachol + lithium; Potency, µM (titrated, usually from 59.4 µM), for inactives: at the highest dose activity, negative = IMPase inhibition, hits mostly inhibitors; 210,000 tested, 0.35% active; AID 1457;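 further: IP1 builds up when IMPase is blocked and the TR-FRET signal falls; potency means the concentration at half of the fitted maximal effect; plate controls were basal vehicle for no effect and high inhibitor control for full effect; nearly all actives have a fitted effect of over 50% in size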
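CHO-M1, 2000 cells/well, 16–30 h culture; cpd + low Li+, 30 min 37C; lysis with d2-IP1/Eu-anti-IP1 Ab, 10 min RT; TR-FRET 665/620 ratio and 620 channel; AC50 via Hill.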
HttQ103 aggreg – inhibitors of mutant huntingtin aggregate formation in PC12 cells; PC12 HttQ103-GFP aggregates, Acumen cytometry, 40 h; Potency, µM (titrated, usually from 46.1 µM), for the others: at the top dose activity change, negative = inhibition, most hits filed as inhibitors; 220,000 tested, 1.1% active; AID 1688; further: potency means the concentration at half of the fitted maximal effect; on the % scale 0 is the no-effect control and ±100 the full control effect; nearly all actives have a fitted effect of over 60% in size
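Read-out: GFP aggregate count by laser scanning cytometer (488 nm excitation, 500-530 nm emission, 1–25 µm objects >6 SD above background). Cells: PC12, inducible HTTex1-Q103-GFP, 100 nM tebufenozide; compounds titrated.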
CBFb RUNX1 block – blocks binding between human CBF-beta and RUNX1. Q01196+Q13951. AlphaScreen CBFb-His/RUNX1-biotin binding, biochemical. Potency, µM (highest dose often 59.8 µM), without a hit: at the top dose activity, negative = inhibition, actives largely listed as inhibitors. 230,000 tested, under 10 active; further: % of control where 0% means no effect
Target sequence (Q01196 whole entry, looked up): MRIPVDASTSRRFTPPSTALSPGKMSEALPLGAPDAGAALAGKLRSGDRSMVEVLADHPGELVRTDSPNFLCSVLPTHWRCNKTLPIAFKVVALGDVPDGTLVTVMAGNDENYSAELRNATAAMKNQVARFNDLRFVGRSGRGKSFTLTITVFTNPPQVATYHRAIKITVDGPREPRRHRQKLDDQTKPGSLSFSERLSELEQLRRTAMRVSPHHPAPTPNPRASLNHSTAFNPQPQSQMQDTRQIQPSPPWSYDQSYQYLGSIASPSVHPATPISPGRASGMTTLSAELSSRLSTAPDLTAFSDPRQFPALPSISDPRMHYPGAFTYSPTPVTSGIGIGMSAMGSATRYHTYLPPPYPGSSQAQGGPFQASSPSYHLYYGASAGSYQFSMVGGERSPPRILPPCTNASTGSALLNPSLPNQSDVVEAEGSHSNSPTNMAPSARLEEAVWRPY
Target sequence (Q13951 whole entry, looked up): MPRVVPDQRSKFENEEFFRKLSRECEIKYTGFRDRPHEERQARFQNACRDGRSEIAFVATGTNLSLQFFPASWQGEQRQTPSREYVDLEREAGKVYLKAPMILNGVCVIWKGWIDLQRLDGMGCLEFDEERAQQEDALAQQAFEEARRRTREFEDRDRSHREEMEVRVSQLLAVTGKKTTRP
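His-tagged CBF-beta and biotinylated RUNX1 (30 nM each) were premixed 20 min at room temperature, exposed to compound for 15 min, then given nickel-chelate and streptavidin AlphaScreen beads (50 ng each). After 90 min, AlphaScreen signal was read.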
Luc counter – blocks Kinase-Glo luciferase, a counter-screen artifact; 200,000 tested, 0.28% active; Q27757; Potency, µM (highest dose often 38.3 µM), without a hit: at the top dose activity change, negative = inhibition, hits mostly inhibitors; Kinase-Glo luciferase, ATP luminescence, 8 min; further: potency means the concentration at half of the fitted maximal effect; on the % scale 0 is the no-effect control and ±100 the full control effect; nearly all actives have a fitted effect of over 60% in size
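Substrate mix (final 50 mM imidazole pH 7.2, 50 mM KCl, 7 mM MgCl2, 10 uM ATP, 0.01% Tween 20, 0.05% BSA) plus pin-tool compound, then Kinase-Glo detection mix; 8 min ambient, luminescence read.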
* = called active by the depositor; ? = inconclusive; · = no result given; & = joins results of further samples; [ ] = another dose, or the depositor's remark. The call rests on the fitted dose curve; in most records, active means well fitted curve in the direction sought with a large enough effect; inconclusive means small, poorly fitted or top-dose-only effect, or another doubt; inactive means no such curve, though single readings can be large; an effect the other way counts as inactive or inconclusive.

Below each SMILES: CBFb RUNX1 block	Luc counter	NPSR antagonist	HttQ103 aggreg	IMPase Li inh	Epigenetic reg	L3MBTL1 inh
- CCc1nnc(NC(=O)c2cc(-c3ccccn3)nc3ccccc23)s1
  0.6%	-5.7%	-13.3%	-0.3%	2.5%	-1.1%	-17.5%
- Fc1cccc(/C=N/N=C/c2cccc(F)c2)c1
  11.8%&1.9%	-5.2%&-4.5%	-13.0%[46.1 µM]	-5.3%	14.2%&3.4%	-0.2%&7.9%	12.0%
- O=C(NCc1ccncc1)NC12CC3CC(CC(C3)C1)C2
  -5.1%	2.1%	-3.7%	2.9%	-1.9%	-2.2%	-5.1%
- COc1ccc(S(=O)(=O)N2CCCCC2)cc1NC(=O)CSc1ncnc2ccccc12
  -4.5%	0.2%	14.9%[46.1 µM]	?	7.4%	1.0%	-15.3%
- Cc1ccc(/C=c2\sc3nc(-c4cccs4)nn3c2=O)o1
  -3.3%	0.0%	-12.1%[46.1 µM]	-0.9%	6.9%	-6.0%	?
- Cc1ccc(C)c(CSc2nnc(C)c(=O)[nH]2)c1
  -7.0%	5.1%	-18.6%	?	5.5%	-1.5%	2.4%
- COc1ccc(CNc2nc3nc(C)c(Cl)c(=O)n3[nH]2)cc1
  5.0%	·	-24.5%	-11.0%[9.22 µM]	·	-0.3%	-1.6%
- Cc1ccc2oc(-c3ccccc3C(=O)O)cc(=O)c2c1
  5.1%	-3.8%	1.0%[46.1 µM]	8.5%	-8.8%[38.3 µM]	4.1%	3.8%
- COc1ccccc1C1SCCN1C(=O)c1ccc([N+](=O)[O-])cc1 (stereo unspecified)
  -9.6%	-1.3%	-5.4%	-9.9%	30.0%	1.1%	-11.1%
- CCOC(=O)C1=C(C)NC(=O)NC1c1ccc(Cl)cc1Cl (stereo unspecified)
  6.7%	0.5%	-5.3%[46.1 µM]	2.7%	1.9%[38.3 µM]	-1.1%	4.4%
- CCN1CCN(CC(O)COC(c2ccccc2)c2ccccc2)CC1 (stereo unspecified)
  11.4%	-3.4%	8.4%	7.7%	17.2%	-2.5%	?
- Cn1c(=O)c2c(nc(-n3ccnc3)n2C)n(C)c1=O
  10.4%	-1.4%	-2.8%[46.1 µM]	0.1%	1.8%[38.3 µM]	0.0%	5.1%
- Cc1cc(Cl)c(S(=O)(=O)N2CCCC2)cc1OCC(=O)NC1CCCCC1
  -1.7%	-3.2%	-20.1%[46.1 µM]	-47.6%	22.2%[38.3 µM]	7.2%	·
- CCN(CC)c1ccc(NC(=O)c2ccc(NC(=O)C3CCCO3)cc2)c(C)c1 (stereo unspecified)
  -5.8%	-3.3%	-23.8%[46.1 µM]	4.7%	40.6%[activator][38.3 µM]	0.0%	-16.3%
- Cc1cc(NC(=O)CSc2ccc3nnc(-c4cccs4)n3n2)no1
  -1.3%	1.9%	1.9%[46.1 µM]	12.1%	-5.5%[38.3 µM]	0.0%	-1.6%
- COC(=O)c1c(NC(=O)CSc2nc3ccccc3c(=O)n2Cc2ccco2)sc(C)c1C
  1.9%	2.8%	-22.1%	11.4%	-6.1%	-1.0%	2.0%
- O=C(CSc1ncnc2c1oc1ccccc12)NCc1ccco1
  -0.7%	-6.0%	?	16.1%	11.2µM*	1.0%	?
- N[C@@]1(C(=O)O)CN[C@H](C(=O)O)C1
  21.3%[21.7 µM]	-0.6%	·	·	8.0%	2.4%	·
- COc1ccc(CCN2C(=O)C3C4C=CC(C5CC45)C3C2=O)cc1OC (stereo unspecified)
  9.6%	0.1%	1.2%	36.8%[9.22 µM]	25.5%	2.1%	-2.2%
- O=C1C2C3c4ccccc4C(c4ccccc43)C2C(=O)N1Cc1ccco1 (stereo unspecified)
  0.5%	·	-16.3%[46.1 µM]	12.3%	·	-1.8%	-1.1%
- O=C(COc1ccccc1)Nc1ncc2c(n1)CCCC2=O
  9.0%	2.3%	-13.7%[46.1 µM]	11.2%	32.1%[activator][38.3 µM]	-1.1%	·
- CCCOc1ccc(CN2CCOCC2)cc1OC
  12.8%	·	9.8%	28.7%[9.22 µM]	·	0.1%	5.3%
- COc1ccc(-n2nnc3c(SCC(=O)NCc4ccco4)ncnc32)cc1
  -11.0%	-12.1%	-9.8%[46.1 µM]	?	0.9%[38.3 µM]	2.2%	-8.3%
- CCOc1ccccc1N(CC(=O)NCCOC)C(=O)CCC(=O)Nc1ccccn1
  0.7%	3.5%	7.6%	-8.9%[9.22 µM]	-9.4%	-9.2%	27.7%
- COc1ccccc1-c1nnc2sc(C3CCCCC3)nn12
  11.7%	12.1%	-6.4%[7.67 µM]	-14.9%	-1.2%[38.3 µM]	0.0%	-2.4%
- O=C(NCCCn1ccnc1)c1cc(-c2ccccc2)on1
  -1.3%	3.0%	8.1%	?	1.8%	?	-2.4%
- O=C(Nc1ccc(-c2nc3cccnc3s2)cc1)c1ccco1
  19.0%	-17.8%	-2.3%[46.1 µM]	?	-27.5%[38.3 µM]	0.0%	9.3%
- CCOC(=O)C(Cc1ccccc1)C(=O)Nc1ccc(N(CC)CC)cc1 (stereo unspecified)
  -28.5%	-0.4%	4.6%	-7.7%	25.4%	-1.0%	-25.6%
- COc1ccc2nc(SCC(=O)NC(C)(C)C)[nH]c2c1
  3.1%	1.3%	-9.0%[46.1 µM]	-5.2%	-3.2%[38.3 µM]	-0.2%	1.3%
- CCc1ccc(N(CC(=O)NCc2ccc(F)cc2)C(=O)c2csnn2)cc1
  3.3%	-0.5%	3.7%	18.0%[9.22 µM]	9.7%	0.2%	3.3%
- CCCCCCC(C)OC(=O)Nc1cccc2ccccc12 (stereo unspecified)
  28.1%	·	19.9%	-8.1%[9.22 µM]	·	2.1%	63.0%[activator]
- COc1cc(C2NC(=S)NC(C)=C2C(=O)Nc2cc(C)cc(C)c2)ccc1O (stereo unspecified)
  0.4%	·	8.5%	-7.4%[9.22 µM]	·	-0.4%	-15.3%
- Cc1ccc(C(=O)Nc2c(C)n(C)n(-c3ccccc3)c2=O)cc1S(=O)(=O)N1CCOCC1
  1.1%	0.6%	-1.0%[46.1 µM]	-7.1%	1.9%[38.3 µM]	-0.3%	6.8%
- O=C(NCCOc1ccccc1)c1ccccc1[N+](=O)[O-]
  -10.4%	1.7%	8.1%	24.5%	2.4%	-6.2%	0.1%
- C1CNCCNCCCNCCNC1
  ?	-2.9%	-6.4%	16.2%	-2.7%	1.1%	-16.4%
- CCCN(CCC)c1nc2ccccc2nc1C(C#N)C(=O)OC(C)COC (stereo unspecified)
  3.4%	-3.8%	-4.3%[46.1 µM]	?	-8.0%[38.3 µM]	0.0%	-3.8%
- CCOC(=O)C1(CC2CCCCO2)CCN(C(=O)Nc2ccccc2SC)CC1 (stereo unspecified)
  6.6%	2.2%	25.0%	-2.7%	1.5%	-4.1%	3.9%
- O=C(NC(=S)N(Cc1ccccc1)Cc1ccccc1)c1ccccc1F
  -6.2%	-2.4%	-18.5%[46.1 µM]	?	-2.0%[38.3 µM]	0.0%	-27.5%
- N#Cc1cn(CC(=O)NCc2cccnc2)c2ccccc12
  5.3%	2.6%	-4.4%[46.1 µM]	-14.5%	9.3%[38.3 µM]	1.2%	·
- CC(=O)NC(c1cccs1)c1cc([N+](=O)[O-])c2cccnc2c1O (stereo unspecified)
  -60.0%	1.7%	-12.8%	3.16µM*	2.4%	-3.2%	10µM*
- CC(=O)NC1=NN(C(C)=O)C(c2ccco2)S1 (stereo unspecified)
  5.3%	·	11.0%	-8.2%[9.22 µM]	·	0.0%	4.1%
- Cc1cc(C)c(S(C)(=O)=O)c(NN)n1
  ?	-1.9%	7.2%	4.2%	-1.6%	-1.4%	-29.5%
- CCOC(=O)NC(=O)/C(C#N)=C\c1ccccc1
  13.5%	-5.8%	0.1%	5.6%	2.3%	-1.4%	-12.9%
- Cc1nc(C(=O)N(C)C)nn1-c1ccc([N+](=O)[O-])cc1
  7.8%	0.1%	10.3%	11.5%	3.4%	2.0%	-0.7%
- O=C(CN(Cc1ccco1)C(=O)CNS(=O)(=O)c1ccc(Cl)cc1)NCC1CCCO1 (stereo unspecified)
  10.8%	·	4.3%	-17.3%[9.22 µM]	·	-1.8%	·
- Cc1nc2cc(NS(=O)(=O)c3cccc(F)c3)ccc2s1
  2.5%	0.6%	33.4%	9.0%[9.22 µM]	9.1%	1.0%	-28.6%
- COc1ccc(-n2c(SCC(=O)N3CCOCC3)nc(O)c(Cc3ccccc3)c2=O)cc1
  3.5%	-2.5%	-7.0%[46.1 µM]	-7.6%	18.2%[38.3 µM]	0.7%	·
- O=S(=O)(NCCSc1ccccc1)c1cccs1
  -2.5%	-2.0%	7.3%[46.1 µM]	-13.0%	30.7%[38.3 µM]	0.0%	1.7%[11.4 µM]
- Nc1ccc(Cc2ccc(N)c(O)c2)cc1O
  -18.1%	-3.1%	-0.4%	17.1%	4.8%	-1.6%	-15.1%
- CCN(CC)S(=O)(=O)C1CCS(=O)(=O)C1 (stereo unspecified)
  4.9%	-2.0%	3.2%[46.1 µM]	-2.8%	19.0%[38.3 µM]	1.9%	·

Quoted at random: 3 records from the list.
Below each SMILES: CBFb RUNX1 block	Luc counter	NPSR antagonist	HttQ103 aggreg	IMPase Li inh	Epigenetic reg	L3MBTL1 inh
- CCOC(=O)NC(=O)/C(C#N)=C\c1ccccc1
  13.5%	-5.8%	0.1%	5.6%	2.3%	-1.4%	-12.9%
- Cc1cc(C)c(S(C)(=O)=O)c(NN)n1
  ?	-1.9%	7.2%	4.2%	-1.6%	-1.4%	-29.5%
- O=C(CN(Cc1ccco1)C(=O)CNS(=O)(=O)c1ccc(Cl)cc1)NCC1CCCO1 (stereo unspecified)
  10.8%	·	4.3%	-17.3%[9.22 µM]	·	-1.8%	·

One compound at a time (already shown). Order of screens: CBFb RUNX1 block | Luc counter | NPSR antagonist | HttQ103 aggreg | IMPase Li inh | Epigenetic reg | L3MBTL1 inh
`Nc1ccc(Cc2ccc(N)c(O)c2)cc1O` is listed with -18.1% | -3.1% | -0.4% | 17.1% | 4.8% | -1.6% | -15.1%
`CCN(CC)S(=O)(=O)C1CCS(=O)(=O)C1` (stereo unspecified) is listed with 4.9% | -2.0% | 3.2%[46.1 µM] | -2.8% | 19.0%[38.3 µM] | 1.9% | ·
`CCOC(=O)NC(=O)/C(C#N)=C\c1ccccc1` is listed with 13.5% | -5.8% | 0.1% | 5.6% | 2.3% | -1.4% | -12.9%

High-throughput results deposited in PubChem by National Center for Advancing Translational Sciences (NCATS).

The list is partial; rates above refer to the full screens.
